OXTR ag: human OXTR agonists, primary screen, fluorescence, CHO-OTR cells, Fluo-8 calcium. Fluo-8 calcium fluorescence; normalized: DMSO 0%, oxytocin 100%. activation, % at 3 µM. 320,000 compounds, 0.32% hits;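 active = activation above the mean of all tested compounds plus 3 SD, cutoff set per screening run, cut at about 20% in these data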;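 note: peak over basal fluorescence ratio from a 100 s FLIPR kinetic read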
V1aR counter: agonists of human V1a receptor, primary screen, counter-screen for OXTR agonist project, fluorescence, CHO-V1R cells; Vasopressin V1a receptor (Homo sapiens), P37288; Fluo-8 calcium fluorescence, agonist mode; 0% DMSO, 100% 3 nM vasopressin; activation, % at 3 µM; 320,000 compounds, 0.25% hits;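 active = activation above the mean activation of all tested compounds plus 3 SD, per screening run, cut at about 20% in these data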;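 note: signal is peak over basal fluorescence ratio across a 100 second FLIPR read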
GPR7 antagonist: GPR7 receptor antagonists, primary screen, cell-based, fluorescence, single concentration; 290,000 compounds, 1.1% hits; GPR7-expressing cells, fluorescence antagonist assay; Neuropeptides B/W receptor type 1 (Homo sapiens), P48145; AID 1861, 2009; inhibition, % at 4.4 µM; in the data active = inhibition above about 16%, passing the limit was not always enough;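 note: cells stimulated with the agonist NPW; 0% = agonist with vehicle and 100% = vehicle without agonist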
NALP1 yeast inh: NALP1 inflammasome inhibitors in reconstituted yeast, colorimetric, S. cerevisiae, triplicate retest; S. cerevisiae NALP1/ASC/caspase-1 growth, X-gal OD620, 72 h; inhibition, % at 10 µM; 280,000 compounds, 0.61% hits; AID 2071, 2009; in the data active = inhibition mostly above about 24%, no sharp cut-off; inactive = mostly below about 32%; note: some compounds called inactive have numbers as strong as hits
MEKK2mut PB1 HTS: MEK5 binding signal on mutant MEKK2 PB1, primary screen, biochemical, multiplex bead flow cytometry, Alexa488-MEK5; percent response, % at 10 µM; 290,000 compounds, 0.35% hits; Alexa488-MEK5 binding to MEKK2 mutant; AID 1530, 2009; in the data active = percent response above about 24%, passing the limit was not always enough; note: inactives centre near 1; some results filed as inactive read as strong as hits; reference of the scale not given here
GalR3 antag: GalR3 antagonists in HEK293 cells, primary screen, cell-based, fluorescence readout | 360,000 compounds, 0.44% hits | inhibition, % at 3 µM | Galanin receptor type 3 (Homo sapiens), O60755 | HEK293 GalR3-CNG cAMP membrane potential fluorescence; galR3 body fused to GalR1 C-terminus;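 active = inhibition above the screen-wide average plus 3 SD, cut at about 13% in these data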;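 note: forskolin and galanin both at EC90 stimulate the cells; cAMP rise reported by CNG channel membrane potential dye signal; 0% = forskolin plus galanin with DMSO and 100% = forskolin alone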
MEKK3 PB1 HTS: modulators of MEKK3-MEK5 PB1 binding, primary screen, biochemical, wildtype MEKK3, multiplex bead flow cytometry, Alexa488-MEK5. binding response (% of control), % at 10 µM. 290,000 compounds, 1.4% hits. bead-based flow cytometry, Alexa488-MEK5 binding to MEKK3; actives lie on both sides; 0 = blocked by unlabeled MEK5, 100 = vehicle;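 active = binding response more than 3 SD above or below the average of its plate-row segment, actives on both sides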;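 note: Alexa488 bead fluorescence after subtracting the streptavidin-only scavenger bead signal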
Target sequence (Q99759 whole entry, looked up): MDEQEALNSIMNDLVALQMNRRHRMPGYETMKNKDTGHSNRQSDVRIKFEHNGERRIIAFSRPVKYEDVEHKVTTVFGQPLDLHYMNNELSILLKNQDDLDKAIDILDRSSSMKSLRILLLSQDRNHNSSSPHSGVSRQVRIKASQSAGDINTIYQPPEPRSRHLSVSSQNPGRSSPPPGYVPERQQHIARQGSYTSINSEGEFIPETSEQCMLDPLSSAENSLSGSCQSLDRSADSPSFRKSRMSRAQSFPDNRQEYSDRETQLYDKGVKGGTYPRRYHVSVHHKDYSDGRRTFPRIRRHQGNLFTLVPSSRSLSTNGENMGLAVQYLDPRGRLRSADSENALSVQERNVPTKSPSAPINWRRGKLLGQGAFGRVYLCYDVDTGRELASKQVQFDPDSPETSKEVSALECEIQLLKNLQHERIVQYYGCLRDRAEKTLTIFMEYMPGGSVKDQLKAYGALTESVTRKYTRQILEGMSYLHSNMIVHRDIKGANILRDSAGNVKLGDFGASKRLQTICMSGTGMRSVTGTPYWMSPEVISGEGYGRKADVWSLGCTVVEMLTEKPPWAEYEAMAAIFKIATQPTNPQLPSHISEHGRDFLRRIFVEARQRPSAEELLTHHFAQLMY
PHOSPHO1 inh: PubChem AID 1565 | recombinant PHOSPHO1, absorbance phosphatase assay | inhibition, % at 13.3 µM | 290,000 compounds, 1.1% hits; in the data active = inhibition above about 60%
Target sequence (Q8TCT1 whole entry, looked up): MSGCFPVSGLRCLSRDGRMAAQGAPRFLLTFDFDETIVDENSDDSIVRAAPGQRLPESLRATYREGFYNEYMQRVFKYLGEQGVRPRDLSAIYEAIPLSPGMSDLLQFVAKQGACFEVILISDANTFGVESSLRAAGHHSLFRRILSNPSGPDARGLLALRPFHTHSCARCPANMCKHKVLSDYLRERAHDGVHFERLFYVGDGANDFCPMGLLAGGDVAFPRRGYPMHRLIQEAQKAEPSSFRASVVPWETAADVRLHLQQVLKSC
MEKK2wt PB1 HTS: modulators of MEK5 binding to wildtype MEKK2, primary screen, biochemical, multiplex bead flow cytometry, Alexa488-MEK5; 290,000 compounds, 1.1% hits; Alexa488-MEK5 binding to MEKK2 WT; actives lie on both sides; AID 1531, 2009; Mitogen-activated protein kinase kinase kinase 2 (Homo sapiens), Q9Y2U5; binding response (% of control), % at 10 µM; in the data active = binding response below about 67% or above about 130%
* = called active by the depositor; . = no result given; & = joins results of further samples; [ ] = remark or other dose.

SMILES	OXTR ag	V1aR counter	GPR7 antagonist	NALP1 yeast inh	MEKK2mut PB1 HTS	GalR3 antag	MEKK3 PB1 HTS	PHOSPHO1 inh	MEKK2wt PB1 HTS
CNC(=O)CSc1nnc(-c2ccc3c(c2)OCO3)n1C	-0.5	0.0	-1	13	-1	-3	102	12	99
CCOc1ccc(C(=O)Oc2cc(C)[nH]c(=O)c2[N+](=O)[O-])cc1	-0.7	-0.6	-7	9	4	11	101	25	106
Cc1ccc(NC(=S)NNC(=S)NCc2ccccc2)cc1	1.9	0.6	-7	-18	3	-3	103	75*	110
COc1ccc(/C=C/C(=O)c2ccc(O)cc2)cc1	0.7	1.3	-2	2	2	-4	101	4	95
COc1ccc(CCNC(=O)C(C)OC(=O)c2ccco2)cc1OC (configuration not stated)	-0.4	0.2	8	4	5	-1	118	-9	115
O=C(CN1C(=O)CC(c2ccccc2)=Nc2ccccc21)NCc1ccccc1	-1.9	0.0	13	10	3	1	98	-8	99
O=[N+]([O-])c1ccc2[nH]c(O)c(N=Nc3ccc(F)cc3)c2c1	1.9	0.8	-12	35	0	-8	103	-7	104
Cc1cc(-c2ccccc2)c(C#N)c(=S)[nH]1	-0.7	0.6	-5	-8	16	2	101	17	97
CCCOC(=O)c1ccc(NC(=O)CCOc2ccccc2)cc1	-1.5	0.3	-12	2	0	-4	103	19	95
C=CCNC(=O)C1CC(=O)N(c2ccc(OCC(=O)Nc3ccc(OC)cc3)cc2)C1 (configuration not stated)	0.4	2.1	-13	.	-1	-4	102	47	99
N/C(CCS(=O)(=O)c1ccc(Cl)cc1)=N\OC(=O)c1ccc(Cl)cc1	-2.2	-0.1	-4	.	-27	-3	93	17	99
CCOc1ccccc1NC(=O)Cn1nnc(C(=O)NCc2cccs2)c1N	2.4	12	9	20	0	-5	100	30	97

Overlap with the part before: 3 entries, followed by the next part.
SMILES	OXTR ag	V1aR counter	GPR7 antagonist	NALP1 yeast inh	MEKK2mut PB1 HTS	GalR3 antag	MEKK3 PB1 HTS	PHOSPHO1 inh	MEKK2wt PB1 HTS
C=CCNC(=O)C1CC(=O)N(c2ccc(OCC(=O)Nc3ccc(OC)cc3)cc2)C1 (configuration not stated)	0.4	2.1	-13	.	-1	-4	102	47	99
N/C(CCS(=O)(=O)c1ccc(Cl)cc1)=N\OC(=O)c1ccc(Cl)cc1	-2.2	-0.1	-4	.	-27	-3	93	17	99
CCOc1ccccc1NC(=O)Cn1nnc(C(=O)NCc2cccs2)c1N	2.4	12	9	20	0	-5	100	30	97
Cc1nc2c(=O)n(C)c(=O)[nH]c2n1Cc1ccccc1	-0.1	0.7	15	12	0	-3	100	13	100
CS(=O)(=O)Nc1ccc(C(=O)N2CC(=O)Nc3ccccc32)cc1	.	.	-5	5	9	-8	108	24	112
O=C(Nc1c(C(=O)O)[nH]c2ccccc12)c1cccc(C(F)(F)F)c1	-0.3	-0.4	-14	-2	5	-7	100	-17	100
CCOCCCNC(=O)c1ccc(Cn2c(=S)[nH]c3c([nH]c4ccc(OC)cc43)c2=O)cc1	0.6	-0.5	-13	-6	-10	-3	103	-13	84
O=C(NCCc1csc(-c2cccnc2)n1)c1cccs1	-2.0	1.4	5	11	.	.	.	-17	.
COc1ccc2c(c1)CC(C(=O)Nc1ccc(Cl)cc1)/C(=N/O)O2 (configuration not stated)	.	.	-4	16	5	4	105	33	104
OCC[C@@H]1C[C@@H](O)[C@H](O)[C@]2(CCCc3ccccc3O2)O1	0.2	-0.2	-4	-8	2	-2	100	-30	101
CC1CN=C(NC(=O)c2cccc([N+](=O)[O-])c2)S1 (configuration not stated)	0.1	2.6	-17	6	7	-2	100	50	110
COc1ccc(NS(=O)(=O)c2ccc(O)c(C(=O)OCC(=O)N3CC(C)OC(C)C3)c2)cc1 (configuration not stated)	3.3	1.2	-6	16	7	0	127	-26	123
COc1ccc2c(c1)C(=O)CC(c1ccccc1F)O2 (configuration not stated)	-1.9	-1.5	-8	19	-58	-2	86	56	52
Cc1ccc(CS(=O)(=O)Cc2ccc(C(=O)NCCc3ccccc3)o2)cc1	2.0	4.4	-1	1	-13	-6	86	38	92
CCOc1ccc(C(=O)NCC2CCN(CC3CCCCC3)CC2)cc1	.	.	1	24	-4	-13	99	-12	100

Quoted from the listing:
Result for `COc1ccc(NS(=O)(=O)c2ccc(O)c(C(=O)OCC(=O)N3CC(C)OC(C)C3)c2)cc1` (configuration not stated) under PHOSPHO1 inh: -26
Result for `CC1CN=C(NC(=O)c2cccc([N+](=O)[O-])c2)S1` (configuration not stated) under MEKK2wt PB1 HTS: 110
Result for `O=C(CN1C(=O)CC(c2ccccc2)=Nc2ccccc21)NCc1ccccc1` under MEKK3 PB1 HTS: 98
Result for `CNC(=O)CSc1nnc(-c2ccc3c(c2)OCO3)n1C` under GalR3 antag: -3
Result for `C=CCNC(=O)C1CC(=O)N(c2ccc(OCC(=O)Nc3ccc(OC)cc3)cc2)C1` (configuration not stated) under MEKK2mut PB1 HTS: -1

Following part:
SMILES	OXTR ag	V1aR counter	GPR7 antagonist	NALP1 yeast inh	MEKK2mut PB1 HTS	GalR3 antag	MEKK3 PB1 HTS	PHOSPHO1 inh	MEKK2wt PB1 HTS
COc1ccc(-c2cc(C(=O)OC3CCOC3=O)c3ccccc3n2)cc1 (configuration not stated)	0.1	0.6	2	7	0	3	103	0	94
COC(=O)c1[nH]c(C)c(/C(O)=C2\C(=O)C(=O)N(CCN(C)C)C2c2cccc(OC)c2OC)c1C (configuration not stated)	1.4	1.4	8	-22	.	2	.	13	.
O=C(Nc1ccccc1F)c1ccc(COc2ccc(Cl)cc2Cl)o1	0.0	2.2	-8	-12	2	-5	114	-18	93
Cc1ccc(-c2cc(C(=O)Nc3ccc(S(=O)(=O)Nc4nccs4)cc3)c3ccccc3n2)c(C)c1	-0.8	0.5	-5	35	4	-9	96	-31	108
Cn1c(NC(=O)c2ccc(Cl)s2)cc(=O)n(C)c1=O	1.2	0.2	4	9	-1	-4	114	14	103
CCCCCOc1ccc(C(=O)NC(CCC)C(=O)O)cc1 (configuration not stated)	-0.2	-0.8	-7	7	3	-2	99	-12	99
N/C(=N\OC(=O)c1ccc(Cl)cc1[N+](=O)[O-])c1ccccn1	-0.6	-0.2	16	6	0	-5	93	-36	99
Cc1cccc(Cc2cnc(N3C(=N)SC(c4ccccc4)C3=O)s2)c1 (configuration not stated)	-0.8	0.5	0	.	-2	1	96	-23	94
COc1ccc(C(=O)N/N=C(/C)c2cccc(NC(=O)C(F)(F)F)c2)cc1	0.3	0.4	0	20	4	0	101	4	97
CCN=c1scc(C)n1/N=C/c1ccc(O)c(O)c1O	-0.3	-0.4	-10	15	-5	0	98	-1	96
O=[N+]([O-])c1ccc(O)c(CN2CCCCCC2)c1	-0.1	0.3	-17	22	4	-4	103	34	102
CCOC(=O)c1ccc(NC(=O)Nc2ncc(Cl)cc2Cl)cc1	0.1	-0.2	-9	.	4	.	97	5	102
Cc1ccc(NC(=O)CN(C)S(=O)(=O)c2cccc3nsnc23)cc1	-1.4	0.1	1	34	1	2	109	-2	110
Cc1ccc(Nc2nnc(SCc3cc(=O)n4cc(C)ccc4n3)s2)cc1	-0.5	-0.2	-10	23	1	2	101	-4	98
COC(=O)C1=C(C(=O)OC)[C@@H]2N(C)c3ccc(OC)cc3[C@@]23C[C@@H](C(=O)OC)N=C3N1	-0.2	2.2	.	.	3	-3	116	22	132
COc1ccc(NC(=S)N(Cc2ccc(C(=O)O)cc2)Cc2ccc(OC)c(OC)c2)cc1	0.2	-0.2	-6	-11	-5	-2	100	5	97
COC(=O)c1cc(S(=O)(=O)Nc2ccc(C)c(F)c2)c[nH]1	3.9	4.4	5	16	1	0	97	15	94
N#CC1=C(N)N(c2ccccc2)C2=C(C(=O)CCC2)C1c1ccccc1 (configuration not stated)	1.1	0.7	-9	6	2	-4	105	8	103
Cn1cc(C(=O)Nc2ccc3c(c2)CCC3)cn1	-1.7	-0.8	3	29	-1	-2	95	13	96
CC(=O)Oc1ccc(C(=O)Cc2ccccn2)c(O)c1	1.8	1.0	10	23	6	-9	104	8	94
O=S(=O)(CCN(CCS(=O)(=O)C(F)(F)F)CC1CCCO1)C(F)(F)F (configuration not stated)	0.8	0.2	-5	-26	-2	-3	97	-1	96
CCOC(=O)c1ccc(N2CCCCC2)c(NS(=O)(=O)c2ccc(C)cc2)c1	-2.0	0.1	25*	-5	-8	-1	96	-5	86
CC(Sc1nnnn1C1CCCCC1)C(=O)O (configuration not stated)	0.2	-0.1	-2	9	0	-5	109	-1	105
O=C(c1ccc2c(c1)CCN2S(=O)(=O)c1ccccc1)N1CCN(c2ccccc2)CC1	0.7	1.8	4	22	-1	-1	100	8	100
COC(=O)c1cc(-c2ccc(NC(C)=O)cc2)nc2ccccc12	1.1	-0.1	-5	-3	2	-9	106	-4	105
Cc1cccc(N2CCN(C(=O)C3CCN(S(=O)(=O)c4c(C)noc4C)CC3)CC2)c1C	3.4	4.4	1	-49	-3	3	101	41	98
Cc1cc(C)n(CC2CC(=O)N(c3ccc(C)c(Cl)c3)C2=O)n1 (configuration not stated)	-1.2	0.8	-7	22	7	-2	97	-3	104
COc1cc(C(=O)NCCC(=O)N2CCC3(CC2)NCCc2[nH]cnc23)cc(OC)c1OC	1.0	1.1	-5	7	3	-9	100	41	99
O=C1C(=O)N(CCO)C(c2ccccc2)/C1=C(\O)c1ccccc1 (configuration not stated)	0.6	0.3	-16	2	1	-1	98	13	101
CCOc1ccc(S(=O)(=O)N(CC(=O)O)c2ccccc2)cc1	0.9	0.7	-8	14	-33	-4	99	14	6.0*[inhibitor]
Cc1cc(OCc2cc(C(=O)N(C)Cc3ccccn3)no2)cc(C)c1Cl	3.6	5.6	2	6	7	-1	105	51	111
COc1cc2c(=O)n(CCCN3CCOCC3)c(=S)[nH]c2c(OC)c1OC	-0.1	-0.7	-7	-3	-10	4	89	41	88
CCOc1ccc(/C(O)=C2/C(=O)C(=O)N(c3ncccn3)C2c2ccc(C)cc2)cc1 (configuration not stated)	-0.6	-0.5	-12	15	0	-3	97	12	93
CC(C)(C#N)c1cc(Cn2cncn2)cc(C(C)(C)C#N)c1	0.6	0.3	-10	-20	2&-3	.	108&95	24	104&93
COc1ccc(-c2c3c(nc4sc5c(=O)[nH]c(C)nc5c24)CCC3)cc1	-0.2	0.2	-7	21	4	10	110	12	114
Cn1c(=O)c2c(ncn2CC(=O)N2CCCCCC2)n(C)c1=O	0.0	1.6	9	.	-4	-4	82	2	85
Cc1cc(C)c(C)c(S(=O)(=O)N2CCCCC2C(=O)O)c1C (configuration not stated)	-0.5	0.2	-15	4	-12	-5	100	11	91
CC(C)CCNC(=O)c1cnn2c(C(F)(F)F)cc(-c3ccco3)nc12	-1.4	-1.2	1	-23	-3	-5	95	16	96
CCCNC(=O)c1ccc2c(c1)nc(C)n2-c1cccc(C)c1	1.4	-0.7	9	-8	4	-2	104	-2	103
O=C(Nc1ccccc1)c1cc(-n2cnnc2)ccc1Cl	0.2	0.1	-8	-18	-1	-6	86	4	91
O=C(CN1C(=O)S/C(=C\c2ccc(F)cc2)C1=O)NC1C=CS(=O)(=O)C1 (configuration not stated)	0.1	0.8	9	21	-6	0	98	18	98
COC(C[C@H](O)C[C@@H](O)[C@H](C)OCc1ccccc1)OC	.	.	.	.	7	-4	107	18	99
CCC(=O)NC1=C(Nc2ccc(N)cc2)C(=O)c2ccccc2C1=O	-0.1	-0.9	-13	12	5	-10	103	28	105
